KOR beta-arrestin-1: KOR antagonists, beta-arrestin recruitment, cell-based, luminescence, uHTS (AID 1778); Kappa-type opioid receptor (Homo sapiens); 0.091% of 290,000 active; KOR beta-arrestin recruitment, luminescence, antagonist mode; higher % means a stronger effect; inhibition, % at 10 µM, or IC50 in µM where a hit was titrated; further: strong numbers were not always called active
GPR55 antagonists: GPR55 antagonists blocking LPI-driven arrestin recruitment, primary screen, imaging, U2OS, beta-arrestin-GFP, LPI agonist (AID 2013); 0.13% of 290,000 active; U2OS GPR55 beta-arrestin-GFP translocation imaging, LPI antagonism; higher % means a stronger effect; G-protein coupled receptor 55 (Homo sapiens); inhibition, % at 10 µM, or IC50 in µM where a hit was titrated;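 active means spots per cell inhibited over 60%, with over 100 cells counted and total cytoplasm intensity under 500,000; inconclusive means wells with under 100 cells, flagged as likely toxic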;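 further: U2OS cells stably carrying GPR55 and arrestin-GFP stimulated by 5 µM LPI near EC80; imaged beta-arrestin-GFP aggregate spots per cell after agonist stimulation; plate controls were LPI-stimulated DMSO wells for no effect and DMSO wells without LPI for full effect; some results filed as inactive read as strong as hits; confirmed hits need IC50 under 10 µM and bright autofluorescent wells are also inconclusive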
SV40 large T antigen: SV40 large T antigen inhibitors, biochemical (AID 1903); SV40 large T antigen ATPase/helicase inhibition assay; higher % means a stronger effect; one-dose inhibition, % at 20 µM; IC50 in µM for titrated hits; 0.39% of 310,000 active; in the data active means a potency from the dose series; inconclusive means inhibition mostly from about 32% at the one dose, without a potency; inactive means the rest, 99 in 100 with inhibition below about 32%; further: strong numbers were not always called active
HIV peptide binding: inhibitors of HIV fusion peptide binding, primary screen, biochemical, uHTS, fluorescence dequenching (AID 1986). cell-free peptide binding, fluorescence dequenching, 30 min; higher % means a stronger effect. inhibition, % at 20 µM; hits with a dose series show IC50 in µM. 0.3% of 290,000 active; in the data active means inhibition mostly above about 52%, no sharp cut-off; inactive means mostly below about 76%; further: some results filed as inactive read as strong as hits
Rac1 GTP hydrolysis: MgcRacGAP GTPase-activating activity inhibitors, confirmation, biochemical, ADP Hunter fluorescence; Rac GTPase-activating protein 1 (Homo sapiens); MgcRacGAP-stimulated Rac1 GTP hydrolysis, ADP Hunter fluorescence; higher % means a stronger effect; GST-tagged Rac1 F28L mutant substrate; inhibition, % at 30 µM, or IC50 in µM where a hit was titrated; 0.6% of 340,000 active; AID 624330, 2012;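 active means first-screen hits whose inhibition reached a set limit at any dose in the follow-up dose series; inconclusive means inhibition above the set first-screen limit but never retested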;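 further: fluorescence reports GDP produced by GAP-driven GTP hydrolysis; strong numbers were not always called active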
KOR beta-arrestin-2: KOR agonists, beta-arrestin recruitment, primary screen, cell-based, luminescence, uHTS (AID 1777); Kappa-type opioid receptor (Homo sapiens); KOR beta-arrestin recruitment, luminescence; higher % means a stronger effect; one-dose activation, % at 10 µM; EC50 in µM for titrated hits; 0.02% of 280,000 active; in the data active means activation above about 50%, passing the limit was not always enough; further: a part of the inactive calls stands beside numbers as strong as those of hits
NOD1 NF-kB reporter: NOD1 signaling inhibitors, primary screen, cell-based, luminescence, uHTS (AID 1578); NOD1-driven NF-kB luciferase reporter cells, luminescence; higher % means a stronger effect; one-dose inhibition, % at 4 µM; EC50 in µM for titrated hits; 1% of 290,000 active; in the data active means inhibition mostly above about 36%, no sharp cut-off; inactive means mostly below about 34%;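 further: HEK-293T reporter cells stimulated with the NOD1 agonist gamma-tri-DAP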
GPR55 activation: GPR55 agonists via beta-arrestin recruitment, primary screen, imaging, U2OS cells, beta-arrestin-GFP redistribution (AID 1961); G-protein coupled receptor 55 (Homo sapiens); U2OS GPR55 beta-arrestin-GFP redistribution imaging; higher % means a stronger effect; activation, % at 10 µM; hits with a dose series show EC50 in µM; 0.048% of 290,000 active;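 active means activation above 40% with more than 50 cells counted in the well; inconclusive means wells holding fewer than 50 cells, flagged as toxic or sparse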;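 further: U2OS osteosarcoma cells stably expressing GPR55 and beta-arrestin-GFP; plate controls were DMSO negative control for no effect and LPI positive control for full effect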
HEK293 NOD2/NF-kB: NOD2 signaling inhibitors, cell-based, luminescence, uHTS, HEK293 (AID 1566). HEK293 NOD2/NF-kB luciferase reporter, luminescence; higher % means a stronger effect. one-dose inhibition, % at 4 µM; EC50 in µM for titrated hits. 0.63% of 290,000 active; further: many of its hits are not listed in these tables
* marks the source's active call; other numbers are inactive results; ? = inconclusive; . = no result given; [ ] = remark or other dose. Unless noted, no stated cut-off is given here; in the data, active means inhibition above about 50%; inactive means the rest. An excerpt; the hit share may differ from the screen's.

canonical_smiles	HEK293 NOD2/NF-kB	NOD1 NF-kB reporter	GPR55 antagonists	Rac1 GTP hydrolysis	KOR beta-arrestin-1	SV40 large T antigen	HIV peptide binding	GPR55 activation	KOR beta-arrestin-2
CN(C)c1cc(Nc2ccc(O)cc2)c([N+](=O)[O-])c2nonc12	-26%	3%	-11%	14%	41%	15%	-1.9%	3.9%	-1.7%
CCc1cc(=O)oc2c3c(cc(OCC(=O)NCCCCCC(=O)O)c12)OC(C)(C)CC3	5%	-12%	5%	6%	1%	5%	-1.0%	-0.3%	2.4%
Cc1ccc(SCCNC(=O)c2ccc([N+](=O)[O-])c(C)c2)cc1	6%	53%	-5%	16%	-39%	-1%	0.0%	0.3%	-0.2%
Cc1ccc(OCC(=O)NNC(=O)CCc2ccccc2)c(Br)c1	-6%	-14%	-6%	-13%	-18%	-4%	-0.7%	-0.1%	0.8%
OC(C#CCN1CCOCC1)c1cccs1 (stereo not drawn)	-10%	7%	-13%	5%	-66%	2%	3.1%	0.3%	1.3%
Cc1ccc(OCC(=O)Nc2ccc(C)c(S(=O)(=O)N3CCCCC3)c2)c([N+](=O)[O-])n1	-33%	18%	-8%	-15%	3%	-3%	0.0%	-0.6%	-3.4%
CC(NS(=O)(=O)c1ccc(CCC(=O)N2CCN(C)CC2)cc1)c1ccccc1 (stereo not drawn)	-1%	-26%	-1%	6%	36%	-6%	-0.6%	-0.1%	-2.3%
CCOC(=O)CSc1nnc(Cc2cc(=O)[nH]c(=O)[nH]2)n1-c1ccc(Cl)cc1	9%	16%	-8%	3%	-1%	20%	2.7%	-0.1%	-3.5%
Cc1snc(SCc2ccc(Cl)cc2)c1C#N	2%	-12%	13%	9%	-22%	6%	2.9%	-0.1%	-1.3%
O=C(CSCc1ccc([N+](=O)[O-])cc1)NN=C1CCCCCC1	12%	-8%	14%	4%	21%	-5%	-1.2%	-0.3%	2.9%
Cc1ccc(C(=O)O)cc1NC(=S)NC(=O)c1ccc(-c2ccccc2)cc1	-66%	-50%	6%	-1%	-76%[20 µM]	12%	30%	-0.1%	.
COCCN(C(=O)COC(=O)c1cccs1)c1c(N)n(Cc2ccccc2)c(=O)[nH]c1=O	15%	-24%	26%	3%	-16%	12%	1.2%	-0.2%	2.3%
C=C(C)Cn1c(SCC(=O)O)nnc1-c1ccc(OC)cc1	16%	-24%	9%	-3%	2%	6%	1.8%	-0.1%	4.3%
O=C(CCC(=O)OCc1cccc([N+](=O)[O-])c1)Nc1ccc(F)cc1	-2%	-9%	0%	0%	-10%[20 µM]	3%	-0.6%	-0.1%	-5.0%
CCc1nn2c(=O)c(S(=O)(=O)Nc3ccc(Cl)cc3)c(C)nc2s1	31%	1%	1%	-1%	-24%[20 µM]	.	-0.5%	-0.1%	-3.9%
COc1ccc(CN2CCNC(=O)C2CC(=O)NCc2cn[nH]c2-c2ccccc2)c(F)c1 (stereo not drawn)	10%	-20%	17%	9%	13%	14%	3.0%	-0.2%	-0.1%
CCCn1c(SCC(=O)c2c[nH]c3ccccc23)nnc1-c1ccncc1	8%	-28%	8%	3%	36%	10%	1.5%	0.3%	3.0%
COC(=O)c1ccc(NC(=O)c2ccccc2SC)cc1	-13%	-4%	9%	3%	-25%	18%	-2.4%	-0.2%	3.1%
CN(Cc1ccccc1)c1ccc(C(CC(N)=O)NC(=O)c2ccc(Br)cc2)cc1[N+](=O)[O-] (stereo not drawn)	15%	-1%	-4%	7%	-17%[20 µM]	-1%	-3.6%	0.2%	0.4%
COc1cc(/C=N/Nc2ncnc3sc4c(c23)CCC4)ccc1O	-7%	4%	2%	6%	-48%	?	-2.7%	0.2%	0.4%
O=C(O)c1ccc(NC(=O)c2cccc(NC(=O)c3cccs3)c2)cc1	3%	-19%	8%	2%	-11%	12%	2.5%	-0.1%	7.2%
Oc1ccccc1Oc1c(F)c(F)nc(N2CCCC2)c1F	-14%	9%	0%	7%	28%	18%	7.8%	-0.3%	2.9%
CCC(=O)Nc1cccc(C2=NOC3(C2)C[C@@H](C(N)=O)N(C(=O)c2ccccc2C(=O)c2ccccc2)C3)c1 (stereo partly drawn)	16%	-10%	-2%	3%	20%	19%	-0.4%	-0.1%	2.8%
O=C(CCNC(=O)c1ccc(Br)o1)NCc1ccccc1Cl	11%	-16%	-11%	6%	14%	10%	0.0%	0.4%	1.4%
CCn1cc(CNC(=O)C2CCC(=O)N(CCc3cccc(F)c3)C2)cn1 (stereo not drawn)	-8%	-23%	-4%	5%	-4%	.	-1.0%	0.0%	0.5%
COc1ccccc1NC(=O)CN1CCN(CC(=O)Nc2ccc(S(N)(=O)=O)cc2)CC1	19%	3%	10%	5%	8%	1%	-0.8%	0.0%	-2.5%
COc1ccc(N2CCN(C(c3ccco3)c3sc4nc(C)nn4c3O)CC2)cc1 (stereo not drawn)	21%	-12%	4%	11%	47%	9%	0.7%	-0.2%	-2.1%
Clc1ccc(CN2CCN(c3ncccn3)CC2)cc1	2%	-12%	6%	28%	-40%[20 µM]	22%	-0.4%	-0.2%	1.6%
Cc1cccc(N2C(=O)C3C4CC(=O)C(c5ccccc54)C3C2=O)c1C (stereo not drawn)	-12%	24%	8%	9%	-20%[20 µM]	-1%	0.6%	0.2%	.
CCCn1c(N)c(Sc2ccc(Cl)cc2)c(=O)n(CCC)c1=O	10%	3%	3%	2%	9%	8%	-2.9%	0.3%	.
O=C(Nc1ccsc1C(=O)NC1CCCCC1)c1ccccc1	26%	0%	18%	5%	-28%	9%	2.2%	0.3%	-0.9%
O=C(CN1CCN(Cc2ccccc2)CC1)Nc1ccccc1-c1ccccc1	10%	-33%	-4%	2%	-9%[20 µM]	.	0.7%	0.2%	.
CCc1nnc(NC(=O)CCC(=O)N2CCN(C3CCCCC3)CC2)s1	8%	-6%	-1%	5%	-3%	2%	1.4%	0.1%	3.4%
N#Cc1nc(Cc2ccccc2)oc1NCc1ccccc1Cl	7%	57%*	-13%	9%	-10%	-3%	-1.8%	-0.2%	22%
COc1ccc(NC(=O)c2ccco2)cc1NC(=O)c1ccccc1	-2%	-14%	4%	11%	-79%	.	0.9%	-0.1%	-1.8%
O=C1C2C3C=CC(C3)C2C(=O)N1c1ncn[nH]1 (stereo not drawn)	-7%	.	21%	11%	-8%	1%	-1.1%	0.3%	3.1%
Cc1nc(SCC(=O)N2CC(=O)Nc3ccccc32)nc(C)c1C	-1%	-14%	-8%	4%	-9%	13%	0.0%	1.8%	-0.6%
Cc1ccc(C(=O)N2CCOCC2)cc1S(=O)(=O)N1CCOCC1	-10%	-30%	2%	6%	-13%	8%	0.1%	-0.1%	0.4%
Cc1cc(=O)oc2c(CN3CCCC3)c(O)ccc12	-6%	-9%	5%	7%	-4%	5%	0.3%	0.0%	2.7%
O=[N+]([O-])/C=C/c1ccc2c(ccn2Cc2ccccc2)c1	-29%	-4%	14%	23µM*	35%	32%	3.9%	1.9%	-1.2%
O=C(CCN1C(=O)c2ccccc2S1(=O)=O)Nc1ccccc1O	11%	-19%	16%	8%	-10%	6%	-1.4%	0.0%	-0.4%
CCOC(=O)c1c(-c2ccc(C)s2)csc1NC(=O)c1ccco1	1%	-16%	-1%	.	-3%	.	1.3%	-1.0%	1.7%
CCCOc1ccc(C(=O)Nc2ccc(S(=O)(=O)Nc3cc(C)nc(C)n3)cc2)cc1	15%	0%	-10%	12%	14%	4%	3.1%	0.6%	-3.0%
COc1cccc(/C=C2\N=C(C3CCCCC3)OC2=O)c1OC	6%	-20%	6%	12%	15%	4%	1.6%	-0.7%	0.3%
CC(C)(C)NC(=O)COC(=O)c1ccc(S(=O)(=O)N2CCCCCC2)cc1	7%	-7%	0%	9%	-26%	7%	0.7%	-0.1%	0.3%
CCc1nnc(NC(=O)c2cc(S(=O)(=O)N3CCCCC3)ccc2N2CCOCC2)s1	10%	-33%	10%	0%	-13%	-2%	-2.0%	-0.5%	-1.2%
COc1ccc(C(=O)COC(=O)c2nn(C)c(=O)c3ccccc23)c(OC)c1	14%	-8%	12%	3%	-16%	1%	0.0%	-0.3%	-6.7%
Cc1cc(N2CCOCC2)nc(N)n1	18%	-27%	3%	11%	-21%	11%	-1.0%	-0.3%	-2.9%
Cc1c(C)[n+](=O)c(-c2ccc(F)cc2)c(C)n1[O-]	8%	-1%	7%	5%	-10%	6%	2.0%	0.2%	2.4%
COc1ccc(S(=O)(=O)N2CCOC2CNC(=O)C(=O)NCCc2ccc(OC)c(OC)c2)cc1 (stereo not drawn)	12%	-4%	11%	3%	20%	13%	-1.7%	0.0%	6.8%
CC1(NC(=O)NCc2ccco2)CCS(=O)(=O)C1 (stereo not drawn)	12%	13%	5%	-6%	2%	8%	-0.3%	0.9%	-0.2%
Cc1ccncc1C(N)=O	1%	-5%	5%	12%	19%	6%	-2.3%	-0.1%	.
Cc1ccc(COCC(CC(C)C)N2CCN(C(=O)c3cccc(C(F)(F)F)c3)CCC2=O)cc1 (stereo not drawn)	-2%	-16%	1%	13%	-12%	12%	1.6%	-0.1%	1.8%
O=C1NC2(CCCCCCC2)C(=O)N1Cc1ccc(F)cc1	5%	-9%	8%	11%	16%	12%	0.9%	0.6%	-0.3%
COc1ccc(N(Cc2cc(=O)[nH]c3ccccc23)C(C)=O)cc1	11%	-16%	13%	2%	11%	4%	2.8%	-0.1%	-2.6%
C=CCNC(=O)c1ccccc1NC(=O)C1COc2ccccc2O1 (stereo not drawn)	22%	-13%	15%	-1%	-4%[20 µM]	8%	0.3%	-0.1%	.
Cc1ccc(C(=O)N2CCN(S(=O)(=O)c3ccc(C)c([N+](=O)[O-])c3)C2)cc1	13%	-52%	0%	6%	-12%	0%	-0.3%	-0.1%	-3.6%
Cc1ccc(Nc2nc(-c3c(C)n(C)n(-c4ccccc4)c3=O)c(C)s2)cc1	20%	-2%	26%	6%	-11%	16%	-2.6%	0.0%	5.4%
CC1CCN(c2ccccc2NC(=O)c2cc3ccccc3o2)CC1	-2%	-12%	21%	0%	1%	14%	0.5%	-0.1%	-7.0%
